Screens (PubChem)
WT yeast gro inh: growth inhibition of WT yeast, mitochondrial fusion screen | inhibition, % at 10 µM | 190,000 tested, 2.1% active | AID 1362 | mitochondrial fusion phenotypic screen, WT strain; in the data active means inhibition above about 58%; tested in S. cerevisiae
UTI89 phage lysis: protection from phage-mediated lysis, alamar blue read-out – E. coli UTI89, K1F phage, bacterial capsule biogenesis inhibitors (AID 488966); E. coli UTI89 K1F phage lysis, alamar blue, 2 h; higher % means a stronger effect; inhibition, % at 100 µM, or IC50 in µM where a hit was titrated; 340,000 tested, 0.02% active;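 active means phage lysis inhibition, versus mean bacterial control, above a set limit; inconclusive means no clear call, values can overlap the other calls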;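 further: capsule biogenesis inhibitors block K1F phage lysis so surviving cells raise fluorescence; higher fluorescence means more inhibition of phage lysis; actives were called in the ten point dose series up to 300 µM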
RSV CPE inhibition: inhibition of RSV-induced cytopathic effect – HEp-2 cells, primary 10 µM value included (AID 2391); HEp-2 cells, RSV-induced CPE inhibition; higher % means a stronger effect; CPE inhibition, % at 10 µM, or IC50 in µM where a hit was titrated; 310,000 tested, 0.13% active; in the data active means a potency from the dose series; inconclusive means CPE inhibition mostly from about 23% at the one dose, without a potency; inactive means the rest, 99 in 100 with CPE inhibition below about 21%; further: strong numbers were not always called active
West Nile virus CPE: inhibition of WNV-induced cytopathic effect – cell-based, CPE readout (AID 1621). West Nile virus-infected cells, CPE inhibition; higher % means a stronger effect. 290,000 tested, 0.02% active. CPE inhibition, % at 10 µM, or IC50 in µM where a hit was titrated; in the data active means a potency from the dose series; inconclusive means CPE inhibition mostly from about 3.7% at the one dose, without a potency; inactive means the rest, 99 in 100 with CPE inhibition below about 2.2%; further: strong numbers were not always called active
ER stress rescue: rescue of cells from ER stress-induced death, primary screen, 384-well, CSM14.1, thapsigargin, ATP luminescence (AID 1222). CSM14.1 thapsigargin-induced death rescue, ATP luminescence; higher % means a stronger effect. one-dose cellular ATP content (survival), % at 20 µM; EC50 in µM for titrated hits. 190,000 tested, under 10 active;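 active means EC50 below 50 µM in the dose-response confirmation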;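 further: death triggered by thapsigargin at about 15 µM added after 2 h compound pretreatment; cell ATP read after overnight thapsigargin exposure of roughly 18 to 22 hours; normalized against plate controls of thapsigargin alone and 5% DMSO vehicle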
NS5 inhibitors: Dengue-2 NS5 methyltransferase inhibitors, primary screen, biochemical, confirmation dose response (AID 588689). Dengue-2 NS5 methyltransferase capping enzyme assay, biochemical; higher % means a stronger effect. 340,000 tested, 0.3% active. inhibition, % at 25 µM, or IC50 in µM where a hit was titrated; in the data active means a potency from the dose series; inconclusive means inhibition above about 29% without an active follow-up result
XIAP antagonists: XIAP antagonists, biochemical, IAP family, fluorescence polarization (AID 1018). one-dose displacement, % at 20 µM; IC50 in µM for titrated hits. 200,000 tested, 0.007% active. XIAP BIR domain, fluorescence polarization peptide displacement; higher % means a stronger effect; in the data active means displacement above about 50%; further: a part of the inactive calls stands beside numbers as strong as those of hits
SV40 large T antigen: TAg ATPase/helicase activity blockers – biochemical (AID 1903). SV40 large T antigen ATPase/helicase inhibition assay; higher % means a stronger effect. inhibition, % at 20 µM, or IC50 in µM where a hit was titrated. 310,000 tested, 0.39% active; in the data active means a potency from the dose series; inconclusive means inhibition mostly from about 32% at the one dose, without a potency; inactive means the rest, 99 in 100 with inhibition below about 32%; further: strong numbers were not always called active
Yfh1-depleted yeast: mitochondrial function rescue without frataxin homolog – Friedreich's ataxia, plus single-dose screen, dose response (AID 1465). S. cerevisiae Yfh1-off respiration, WST-1 reduction, 72 h; higher fold induction means a stronger effect. fold induction at 50 µM; hits with a dose series show EC50 in µM. 220,000 tested, 0.074% active;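 active means fold induction of absorbance versus untreated yeast above a set limit, then at least 30% activation at any dose in follow-up; inconclusive means repeats straddling the limit, or above it without dose testing; inactive means fold induction below the set limit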;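 further: activators that raise dye reduction in frataxin-depleted yeast; strong numbers were not always called active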
WT yeast gro inh mutant strain: further read-out of WT yeast gro inh, marked with its call; inhibition, %; mitochondrial fusion phenotypic screen, mutant strain inhibition
NS5 inhibitors pilot replicate: second read-out of NS5 inhibitors, no call of its own (marks repeat the call); inhibition, %; measured here: pilot screen replicate inhibition
* = called active by the depositor; i = inactive; u = inconclusive; x = not tested or not shown; [ ] = another dose, or the depositor's remark.

The opening 7 entries as a preview:
SMILES | WT yeast gro inh | WT yeast gro inh mutant strain | UTI89 phage lysis | RSV CPE inhibition | West Nile virus CPE | ER stress rescue | NS5 inhibitors | XIAP antagonists | SV40 large T antigen | Yfh1-depleted yeast | others
CCCCc1cc(=O)oc2cc(OCc3cc(OC)c(OC)c(OC)c3)c(Cl)cc12 | 15 | 7 | 0.6% | 11% | -0.5% | -1.5% | 9% | -0.7% | 24% | u
Cc1ccc(S(=O)(=O)C(C#N)c2nc3ccccc3nc2N2CC(C)OC(C)C2)cc1C (stereo not drawn) | 7 | 3 | 1.9% | 21% | 0.0% | -0.1% | u | -5.1% | -19% | i
O=C(CCn1nc(-c2ccccc2)c2ccccc2c1=O)Nc1cccnc1 | -11 | -14 | 0.2% | 2.0% | -0.3% | 6.1% | -2% | -1.6% | x | i
O=C(Nc1ccc(F)cc1)c1ccc(C(=O)N2CCOCC2)cc1 | x | x | 1.7% | 1.3% | x | x | 2% | x | 4% | x
COc1ccc(NC(=O)c2ccc3snnc3c2)cc1 | 1 | -8 | 4.8% | 1.2% | 0.2% | -0.2% | 1% | -6.2% | 3% | i
CCOC(=O)N1CCN(S(=O)(=O)c2ccc3[nH]cc(C(=O)O)c(=O)c3c2)CC1 | 20 | 2 | 0.5% | -0.5% | 0.0% | -1.2% | 5% | 1.9% | 0% | i
c1ccc2c(Nc3nnc(-c4ccncc4)s3)cccc2c1 | -1 | -3 | -0.3% | -0.7% | -0.3% | -2.4% | -4% | -12% | 11% | i

The whole of this part, from the first entry:
SMILES | WT yeast gro inh | WT yeast gro inh mutant strain | UTI89 phage lysis | RSV CPE inhibition | West Nile virus CPE | ER stress rescue | NS5 inhibitors | XIAP antagonists | SV40 large T antigen | Yfh1-depleted yeast | others
CCCCc1cc(=O)oc2cc(OCc3cc(OC)c(OC)c(OC)c3)c(Cl)cc12 | 15 | 7 | 0.6% | 11% | -0.5% | -1.5% | 9% | -0.7% | 24% | u
Cc1ccc(S(=O)(=O)C(C#N)c2nc3ccccc3nc2N2CC(C)OC(C)C2)cc1C (stereo not drawn) | 7 | 3 | 1.9% | 21% | 0.0% | -0.1% | u | -5.1% | -19% | i
O=C(CCn1nc(-c2ccccc2)c2ccccc2c1=O)Nc1cccnc1 | -11 | -14 | 0.2% | 2.0% | -0.3% | 6.1% | -2% | -1.6% | x | i
O=C(Nc1ccc(F)cc1)c1ccc(C(=O)N2CCOCC2)cc1 | x | x | 1.7% | 1.3% | x | x | 2% | x | 4% | x
COc1ccc(NC(=O)c2ccc3snnc3c2)cc1 | 1 | -8 | 4.8% | 1.2% | 0.2% | -0.2% | 1% | -6.2% | 3% | i
CCOC(=O)N1CCN(S(=O)(=O)c2ccc3[nH]cc(C(=O)O)c(=O)c3c2)CC1 | 20 | 2 | 0.5% | -0.5% | 0.0% | -1.2% | 5% | 1.9% | 0% | i
c1ccc2c(Nc3nnc(-c4ccncc4)s3)cccc2c1 | -1 | -3 | -0.3% | -0.7% | -0.3% | -2.4% | -4% | -12% | 11% | i
O=C(/C=C/c1ccc(Br)cc1)Nc1ccc(S(=O)(=O)Nc2ncccn2)cc1 | -4 | -13 | -0.3% | 6.2% | -0.4% | 0.5% | -3% | -3.4% | 3% | i
N#C/C(=C\c1ccc2c(c1)OCO2)C(=O)NCc1ccco1 | 17 | 28 | 0.0% | 0.7% | 0.2% | -1.1% | 2% | -4.2% | 7% | i
Cc1ccc(NC(=O)Nc2nnc(Cc3ccc([N+](=O)[O-])cc3)s2)cc1C | 18 | 1 | 2.3% | 1.3% | -0.7% | -2.3% | -9% | -9.9% | 15% | i
Cc1ccc(N(CC(=O)NC2CCCCCC2)S(=O)(=O)c2c(C)nn(C)c2C)cc1 | -1 | -21 | 0.1% | -2.1% | -0.3% | -0.7% | -2% | -5.2% | 20% | i
CN(C)CCN(C(=O)c1ccc(N2C(=O)CCC2=O)cc1)c1nc2cc3c(cc2s1)OCO3 | 3 | 12 | 1.2%[50 µM] | -0.8% | -0.3% | 0.6% | -2% | -2.4% | 4% | i
O=[N+]([O-])c1ccccc1-c1nc(-c2ccc(Br)o2)no1 | 9 | 9 | 9.5% | 3.2% | -1.5% | -2.7% | 3% | -2.8% | 5% | i
COc1ccc2nc(-c3ccccn3)[nH]c2c1 | x | x | -0.3% | 0.6% | -0.7% | x | -1% | x | 5% | x
Cc1ccc2sc(NNC(=O)c3ccc4c(c3)OCCO4)nc2c1C | 6 | -6 | -0.2% | 6.1% | x | -3.9% | -3% | -19% | 18% | x
COc1ccc(-n2nnc3c(=O)n(CC(=O)N4CCC(C)CC4)cnc32)cc1 | 8 | -1 | 0.3% | 2.3% | -0.1% | -2.1% | -1% | -9.0% | 1% | i
COc1cccc(C(=O)N2CCN(S(C)(=O)=O)CC2)c1 | -1 | -2 | 0.9% | 2.4% | -0.2% | 2.0% | -10% | -5.9% | 3% | i | NS5 inhibitors pilot replicate=1.1
CCN(CC)c1ccc(N2C(=NC(=O)C3CC3)SC3CS(=O)(=O)CC32)cc1 (stereo not drawn) | x | x | 0.8% | -0.5% | -0.2% | x | -3% | x | -11% | x
COc1cc(C2C(C#N)=C(N)N(c3cccnc3)C3=C2C(=O)CC(C)(C)C3)ccc1O (stereo not drawn) | 8 | 1 | 4.5% | 1.5% | 0.3% | 0.4% | 1% | -5.1% | 27% | i
O=C(NC(NC(=S)Nc1ccc(Cl)cc1Cl)C(Cl)(Cl)Cl)c1cccc([N+](=O)[O-])c1 (stereo not drawn) | -18 | -14 | 0.3% | -2.0% | u | 0.0% | -9% | -2.1% | -12% | i
CCS(=O)(=O)N1CCC(C(=O)NCCCN2CCCCCC2)CC1 | -8 | -3 | -0.5%[50 µM] | -0.5% | -0.1% | -0.9% | 1% | 2.5% | 0% | i
O=C(CSc1ncn[nH]1)NCc1ccc(Cl)cc1 | x | x | 0.1% | -0.3% | 0.4% | x | -5% | x | 0% | x
O=C(c1cnc(Cl)c(Cl)c1)N1CCN(S(=O)(=O)c2ccc(F)cc2)CC1 | x | x | -0.3% | 1.3% | 0.3% | x | -4% | x | -5% | x
CC1(c2ccccc2)CC(C)(C)N2C(=O)C(=O)c3cccc1c32 (stereo not drawn) | 20 | -5 | 0.1% | 1.1% | -1.2% | -3.6% | -2% | -8.4% | 23% | i
Cc1ccc2c(c1)N(CC(=O)NC1CCCC1)C(=O)c1cccnc1O2 | x | x | 2.8% | 1.0% | -0.5% | x | -5% | x | x | x
COc1ccc(CCC(C)NCC2CCCCC2)cc1 (stereo not drawn) | 3 | 21 | -2.5% | 2.6% | -1.1% | 5.5% | -4% | -2.1% | -3% | i
COc1ccc(/C=C/c2c([N+](=O)[O-])c(=O)n(C)c(=O)n2C)cc1 | -7 | -5 | -0.3% | 0.8% | -0.4% | -4.9% | -2% | -2.6% | 6% | i
Cc1cccc(C)c1OCC(=O)N(Cc1cccs1)C1CCS(=O)(=O)C1 (stereo not drawn) | x | x | -2.2% | 3.4% | -0.7% | x | 1% | x | -2% | i
CCc1ccccc1NC(=O)c1ccc(-c2csc(C)n2)cc1 | x | x | -0.3% | 2.4% | -0.9% | x | -4% | x | 7% | x
CCCCn1c(C)cc(/C=C(\C#N)C(=O)O)c1C | -8 | -10 | 0.0%[50 µM] | 4.0% | 0.9% | -1.7% | -1% | -2.0% | 9% | i
Cc1ccc(S(=O)(=O)NC(C)C(=O)Nc2cccc([N+](=O)[O-])c2)cc1 (stereo not drawn) | 12 | -8 | -0.3% | -0.4% | 0.3% | -0.4% | -6% | -4.3% | 1% | i
O=C(Nc1cc(Cl)ccc1Oc1ccccc1)c1ccc(F)cc1 | 66* | -6.9* | -3.6% | 12% | -1.1% | 0.1% | -8% | -5.5% | 15% | i
O=C(c1ccc2ccccc2c1)N1CCN(c2ccccc2)CC1 | 14 | 2 | 0.6% | 12% | -0.9% | 3.3% | -5% | -1.4% | 10% | i
Cc1cc(=O)n(CC(=O)Nc2cc(Cl)ccc2C)c(C(C)C)n1 | 5 | -10 | 0.0% | 0.4% | -0.3% | 0.4% | -10% | 3.6% | 22% | i
Cc1cc(C)nc(NS(=O)(=O)c2ccc(NC(=O)c3ccc(O)cc3O)cc2)n1 | x | x | 0.6% | 0.8% | -0.3% | x | 0% | x | 32% | x
O=C(Nc1ccc(S(=O)(=O)Nc2ncccn2)cc1)C1=COCCO1 | x | x | -2.0% | 1.8% | x | x | -5% | x | 17% | x
Cc1cc(C)c(C(=O)CSc2nnc(-c3ccccc3Br)o2)cc1C | 0 | 0 | 0.3% | x | 0.1% | x | 2% | 0.2% | 0% | i
CC(C)c1ccc(NC(=S)N2CCN(C)CC2)cc1 | x | x | -0.1% | 1.8% | 1.7% | x | -2% | x | 12% | x
COCCn1cc(C(=O)NCCN(C)C)c2c3ccccc3n(C)c2c1=O | x | x | -0.2% | 3.6% | -0.6% | x | -6% | x | 8% | x
Cc1ccc2c(c1)N(C(=O)CCC(=O)NCc1cccc(Cl)c1)CC(C)O2 (stereo not drawn) | x | x | 1.5% | 1.8% | -1.0% | x | -1% | x | 1% | x
Cc1ccc(CC(=O)Nc2ccncc2)cc1 | 9 | 13 | 0.1% | 0.6% | -1.7% | -0.5% | 4% | 0.9% | -4% | i
O=C(Nc1ccc(COc2ccccc2)cc1)Nc1cccc(C(=O)O)c1 | x | x | 0.1% | 0.7% | 0.7% | x | 14% | x | 10% | x
COc1cc(O)c(C(CC(=O)N2CCCCC2)c2cc(OC)c(OC)c(OC)c2)c(OC)c1 (stereo not drawn) | x | x | -0.1% | 0.0% | -0.5% | x | -1% | x | 6% | i
CC(=NC1CCN(Cc2ccccc2)CC1)c1c(O)[nH]c(=O)[nH]c1=O | 10 | 25 | 0.4% | 1.6% | -0.5% | 0.0% | 3% | -1.5% | 0% | i | NS5 inhibitors pilot replicate=0.0
COc1ccccc1-c1ccc(SCC(=O)NC2CCCCC2)nn1 | x | x | 0.1% | 1.9% | -0.2% | x | -6% | x | 8% | x
CCOC(=O)N1CCN(C(=O)Cn2nc(C)n3nc(-c4ccc(OC)cc4)cc3c2=O)CC1 | x | x | 0.4% | 0.9% | -0.1% | x | -4% | x | 11% | x
O=C(Nc1nnc(COc2ccc(Br)cc2)s1)c1ccco1 | x | x | 0.4% | x | -0.5% | x | 5% | x | 7% | x
COc1cccc(C2CC(c3ccccc3OC)n3ncnc3N2)c1 (stereo not drawn) | 6 | 4 | 3.4% | 0.7% | 0.0% | 0.4% | -7% | -6.0% | 0% | i
